Screens as filed in PubChem.
CCT modulator = cytosolic chaperonin activity modulation | activity change, % (test concentration not listed), hits read low | hit rate 0.3% among 360,000 | purified chaperonin ATPase assay, HTRF ADP detection, 30 min; in the data active means activity change below about -30%; further: on the % scale 0 is the no-effect control and ±100 the full control effect
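Enzyme 40 or 20 nM (batch-dependent) in Tris pH 7.4/KCl/MgCl2/DTT; cpd 76 uM single point; ATP 10 uM; 30 min 37 °C; Transcreener ADP HTRF detection, 30 min RT; ratio 665/615.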
EPAC1 antagonist = EPAC1 (human) antagonism | O95398 | EPAC1 GEF assay, Rap1b-BODIPY-GDP exchange fluorescence | Potency, µM (series often up to 115 µM), without a hit: top-dose activity change, negative = inhibition, usual class: inhibitors | hit rate 0.14% among 360,000;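 further: potency means the concentration at half of the fitted maximal effect; plate controls were vehicle for no effect and positive control for full effect; nearly all actives have a fitted effect of over 50% in size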
PLK1 PBD block = inhibitors of human PLK1 polo-box domain binding; Potency, µM, for the others: max response, negative = inhibition, usual class: inhibitors; hit rate 2.8% among 360,000; Plk1 PBD binding of FITC phosphopeptide, fluorescence polarization; P53350; further: potency means the concentration at half of the fitted maximal effect; series mostly up to about 57 µM; on the % scale 0 is the no-effect control and ±100 the full control effect; nearly all actives have a fitted effect of over 65% in size
Mm-Cpn inhibitor = inhibitors of Methanococcus maripaludis chaperonin (MmCpn) | Potency, µM (doses to about 76.9 µM), for inactives: at the top dose activity, negative = inhibition, hits mostly inhibitors | AID 504842 | hit rate 0.031% among 330,000 | purified Mm-Cpn ATPase, ADP Transcreener TR-FRET; further: potency means the concentration at half of the fitted maximal effect; on the % scale 0 is the no-effect control and ±100 the full control effect; nearly all actives have a fitted effect of over 80% in size
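Purified archaeal Mm-CPN (25nM final) preincubated 10 min at 37degC with compound, then 10uM ATP for 30 min at 37degC; ADP measured by HTRF Transcreener TR-FRET; buffer 30 mM TRIS pH 7.4, 100mM KCl, 5mM MgCl2, 1mM DTT.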
WRN helicase inh = inhibitors of human WRN helicase. Q14191. Potency, µM (series often up to 114 µM), inactives show at the highest dose activity change, negative = inhibition, actives largely listed as inhibitors. WRN helicase unwinding, fluorescent forked duplex, kinetic. hit rate 0.46% among 360,000; further: potency means the concentration at half of the fitted maximal effect; on the % scale 0 is the no-effect control and ±100 the full control effect; nearly all actives have a fitted effect of over 55% in size
Target sequence (Q14191 whole entry, looked up): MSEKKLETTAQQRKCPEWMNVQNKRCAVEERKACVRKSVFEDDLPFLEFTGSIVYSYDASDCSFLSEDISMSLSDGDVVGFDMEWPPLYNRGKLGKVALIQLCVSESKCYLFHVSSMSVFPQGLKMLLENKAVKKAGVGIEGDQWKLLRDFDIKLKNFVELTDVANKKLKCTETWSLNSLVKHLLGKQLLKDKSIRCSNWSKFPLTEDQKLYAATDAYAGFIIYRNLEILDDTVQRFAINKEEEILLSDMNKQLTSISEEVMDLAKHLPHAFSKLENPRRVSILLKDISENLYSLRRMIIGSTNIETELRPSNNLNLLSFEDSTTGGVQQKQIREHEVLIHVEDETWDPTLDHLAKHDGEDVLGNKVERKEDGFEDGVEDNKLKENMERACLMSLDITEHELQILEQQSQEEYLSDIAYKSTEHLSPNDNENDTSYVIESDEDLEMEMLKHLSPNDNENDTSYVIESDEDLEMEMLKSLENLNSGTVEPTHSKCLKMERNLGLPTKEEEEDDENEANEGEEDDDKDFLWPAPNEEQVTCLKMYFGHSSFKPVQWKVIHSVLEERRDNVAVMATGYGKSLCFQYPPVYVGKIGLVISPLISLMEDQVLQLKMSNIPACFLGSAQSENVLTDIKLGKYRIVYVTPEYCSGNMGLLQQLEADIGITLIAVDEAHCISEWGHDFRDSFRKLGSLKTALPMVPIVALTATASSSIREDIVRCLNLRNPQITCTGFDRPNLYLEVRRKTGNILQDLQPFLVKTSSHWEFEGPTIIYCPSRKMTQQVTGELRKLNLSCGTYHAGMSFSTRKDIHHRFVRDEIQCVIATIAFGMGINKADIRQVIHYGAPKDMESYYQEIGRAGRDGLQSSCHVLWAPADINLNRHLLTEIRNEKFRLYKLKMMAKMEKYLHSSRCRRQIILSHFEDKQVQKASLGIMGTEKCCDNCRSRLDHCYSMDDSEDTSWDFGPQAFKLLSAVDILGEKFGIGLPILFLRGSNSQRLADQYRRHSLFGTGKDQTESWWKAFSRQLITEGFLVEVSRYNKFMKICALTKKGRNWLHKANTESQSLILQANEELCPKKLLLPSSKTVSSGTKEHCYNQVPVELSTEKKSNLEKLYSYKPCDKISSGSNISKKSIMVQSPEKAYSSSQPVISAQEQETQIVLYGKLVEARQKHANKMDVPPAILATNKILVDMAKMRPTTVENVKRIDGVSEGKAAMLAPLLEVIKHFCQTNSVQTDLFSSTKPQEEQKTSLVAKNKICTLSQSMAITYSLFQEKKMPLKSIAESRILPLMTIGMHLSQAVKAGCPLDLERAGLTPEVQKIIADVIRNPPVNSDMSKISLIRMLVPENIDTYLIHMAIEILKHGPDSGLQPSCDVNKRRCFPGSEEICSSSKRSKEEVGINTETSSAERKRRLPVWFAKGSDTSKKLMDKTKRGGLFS
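Kinetic fluorescence helicase assay: unwinding of a quenched forked DNA duplex (100 nM final) with 2 mM ATP final raises red fluorescence (525/598 nm). Compounds sat 15 min at room temperature with 20 nM WRN beforehand.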
EPAC2 antag = blocks human EPAC2 exchange factor. EPAC2 GEF exchange of Rap1B-BODIPY-GDP, fluorescence. Potency, µM (highest dose often 114 µM), for inactives: at the top dose activity, negative = inhibition, most hits filed as inhibitors. hit rate 0.18% among 360,000; further: potency means the concentration at half of the fitted maximal effect; on the % scale 0 is the no-effect control and ±100 the full control effect; nearly all actives have a fitted effect of over 45% in size; many of its hits are not listed in these tables
PI5P4K alpha inh = inhibitors of human PI5P4K alpha; hit rate 1.2% among 330,000; AID 652105; PI5P4Kalpha enzyme, ADP-Glo luminescence, 60 min; hits give low values; max response, %; active means max response of -50% or lower; inconclusive means between -30% and -50%; inactive means -30% or higher; further: value at the top dose of about 77 µM; on the % scale 0 is the no-effect control and ±100 the full control effect
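Compounds were pin-transferred onto PI5P4Kalpha and substrate in HEPES pH 7.4 buffer with EGTA, CHAPS and 5% DMSO. ATP (5 microM final) started the reaction, which ran 60 minutes at room temperature before ADP-Glo detection.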
EPAC1 agonist = activates human EPAC1 exchange factor. O95398. Potency, µM (doses to about 154 µM), for the others: at the top dose activation, usual class: activators. AID 720707. EPAC1 agonist qHTS, biochemical assay; response scale: 100% = response to 6.5 mM cAMP. hit rate 0.073% among 360,000; further: potency means the concentration at half of the fitted maximal effect; nearly all actives have a fitted effect of over 60% in size
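Read-out is the fluorescence drop as BODIPY-GDP leaves Rap1B (480 nm excitation, 540 nm emission), recorded every 5 minutes over 30 minutes. Reactions held 100 nM EPAC1, 250 nM Rap1B–BODIPY-GDP and 50 uM GDP, with 6.5 mM cAMP setting full activation.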
Active calls of the source: *; u = inconclusive; x = no result given; [ ] = remark or other dose. Unless noted, the call rests on the fitted dose curve; in most records, active means well fitted curve in the direction sought with a large enough effect; inconclusive means small, poorly fitted or top-dose-only effect, or another doubt; inactive means no such curve, though single readings can be large; an effect the other way counts as inactive or inconclusive. An excerpt; the hit share may differ from the screen's.

structure	EPAC1 agonist	PLK1 PBD block	Mm-Cpn inhibitor	EPAC1 antagonist	PI5P4K alpha inh	CCT modulator	EPAC2 antag	WRN helicase inh
Cc1c(NC(=O)CSc2ncnc3c2cnn3-c2ccccc2)c(=O)n(-c2ccccc2)n1C	1.0%	-1.3%	0.3%	13.5%	-2.9	3.7	13.1%	11.7%
COc1ccc(OCC(=O)Nc2ccc(S(=O)(=O)N3CCN(C)CC3)cc2)cc1	-5.5%	-7.1%	-1.2%	-16.0%	1.5	-4.3	7.0%	9.0%
COCC(=O)Nc1cc(OC)cc(OC)c1	0.8%	-3.6%	-0.4%	4.7%	11.6	-1.7	2.6%	-7.7%[57.1 µM]
Cc1ccc(NC(=O)Cn2c(=O)c3cccn3c3ccccc32)c(Cl)c1	5.3%	-5.2%	-0.6%	u	0.5	0.6	19.3%	-14.7%
O=C(OCc1ccccc1)N1CCN(C(c2ccnc3ccccc23)c2nnnn2-c2ccc3c(c2)OCCO3)CC1 (stereo not given)	6.2%	-9.9%	x	-8.6%	-2.7	2.1	1.3%	-1.0%
Cc1ccc(C2NNC(=O)C2NC(=O)c2ccccc2)cc1 (stereo not given)	-5.1%	-25.8%	1.2%	-15.0%	-15.4	-0.3	-1.0%	3.2%
Cc1ccc(NC(NC(=O)c2cccs2)C(Cl)(Cl)Cl)cc1C (stereo not given)	10.4%	-4.0%	0.4%	-32.2%	10.8	-1.4	-8.5%	-4.7%
CCN(CC)CCCNC(=O)c1nn(-c2cccc(OC)c2)c(=O)c2ccccc12	-1.0%	-9.2%	-0.6%	0.0%	1.6	-75.6*	-2.1%	-11.0%
CCC(C)(C)NC(=O)C(c1ccc(C)cc1)N(Cc1cccs1)C(=O)c1ccc2c(c1)OCCO2 (stereo not given)	9.9%	-5.4%	2.6%	-21.1%	x	-1.2	-15.7%	-15.6%
COc1ccc(C2C(C(=O)NCc3ccccc3)=C(C)Nc3ncnn32)cc1OC (stereo not given)	-2.0%	3.8%	0.6%	-9.9%	-0.9	2.9	-1.4%	-8.0%
COc1ccc(/C=N/NC(=O)CC(=O)N/N=C/c2ccc(OC)cc2)cc1	-7.9%	-16.5%	-0.3%	-30.0%	-17.5	1.4	6.1%	-10.2%
CN1CCOC(=O)/C1=N/Nc1cc(Cl)ccc1Cl	0.3%	-10.1%	-0.3%	-7.9%	41.1	-0.2	-6.1%	-8.3%
CC[C@H](C)[C@H]1CNC(=O)C(=O)N1CC1CCN(CC2CCC(C)CC2)CC1 (stereo not given in full)	0.0%	-7.8%	x	-8.1%	-5.9	-1.8	9.0%	-5.4%
CSc1ncccc1C(=O)N1CCC(C)(C(=O)O)C1 (stereo not given)	-4.7%	-10.1%	x	-6.2%	4.0	-3.4	5.8%	3.9%
COc1ccc(/C=C(\NC(=O)c2ccccc2)C(=O)N/N=C/c2ccncc2)cc1	-0.5%	-1.5%	0.5%	-3.7%	x	-0.1	7.8%	-6.1%
OC1CCN(c2c3c(nc4cc(-c5ccc(Cl)cc5)nn24)CCC3)CC1	1.1%	2.7%	1.3%	9.6%	-6.5	-1.0	8.7%	-1.9%
CSc1ccc(CCNC(=O)c2ccc(CS(=O)Cc3ccccc3Cl)o2)cc1 (stereo not given)	4.2%	-2.5%	5.2%	11.5%	-1.0	0.0	-6.3%	-4.4%
COc1ccc(OC)c(C(=O)CSc2nc3ncccc3[nH]2)c1	-2.1%	-20.6%	0.7%	-10.5%	-3.3	-1.7	6.2%	8.4%
Cc1nnc2ccc(-c3cccc(NS(=O)(=O)c4ccccc4[N+](=O)[O-])c3)nn12	-1.9%	-6.2%	u	9.8%	-6.3	0.3	-3.7%	-19.7%
Cc1n[nH]c(C)c1N1C(=O)c2cccc3c(Br)ccc(c23)C1=O	13.4%	-3.0%	-2.0%	0.0%	6.4	-2.5	0.3%	-1.1%
N#CC(C#N)=C1CCc2ccccc2N1	0.0%	-12.5%	-0.2%	-12.8%	0.4	-2.0	-1.0%	-5.8%
Cc1ccc(-c2noc(CCC(=O)Nc3ccc4c(c3)OCO4)n2)cc1	1.3%	u	-4.1%	-16.8%	2.4	3.9	-7.4%	-1.5%
Cc1cccc(N2CCN(C(=S)c3ccc([N+](=O)[O-])cc3)CC2)c1	-3.1%	4.74µM*	-0.6%	0.7%	-14.0	-1.1	17.6%	-3.7%
C=CCC[C@H](Cc1ccc(F)cc1)C(=O)OC[C@@H](Cc1c[nH]c2ccccc12)NC(=O)[C@H](CC=C)CC(=O)N[C@H](CO)Cc1ccccc1	-10.8%	-6.9%	0.1%	-1.6%	17.2	-1.5	-17.6%	-10.6%
COc1ccccc1-n1c(SCC(=O)O)nnc1-c1ccc(S(=O)(=O)N2CCCCC2)cc1	0.4%	-14.1%	2.1%	14.3%	x	-1.5	11.0%	-12.5%
Cn1c(=O)c2c(-c3ccccc3)n(Cc3cccnc3)cc2n(C)c1=O	11.6%	-14.7%	1.3%	-10.9%	-3.2	3.5	2.2%[57.1 µM]	-7.1%
COC(=O)C1C(C(=O)OC)C1(c1ccccc1)c1ccccc1 (stereo not given)	-5.1%	3.6%	0.3%	-17.5%	3.3	-0.3	-8.5%	-11.6%
CCc1nc2c(OCCc3cccc(OC)c3)cccn2c1N(C)C(=O)c1cccs1	2.3%	-6.5%	x	-8.6%	-4.1	0.5	-7.3%	-6.9%
Cn1c(NCc2ccccc2Cl)nc2ccccc21	-9.4%	-7.7%	x	2.2%	2.9	-2.6	-13.2%	-1.5%
COc1ccc(N2CCN(C3=CC(=O)N(c4cccc(Cl)c4)C3=O)CC2)cc1	9.4%	0.8%	-0.7%	-6.8%	2.3	-4.9	7.0%	2.1%
O=C(CP(=O)(c1ccccc1)c1ccccc1)Nc1nc2ccccc2s1	4.2%	-7.5%	1.3%	6.0%	-1.2	-1.8	-0.6%	-25.9%
CC1(C)C(=O)OC(/C=C\c2cccc([N+](=O)[O-])c2)C(C)(C)C1=O (stereo not given)	13.1%	-7.1%	1.7%	11.9%	6.2	0.9	3.2%	-6.9%
COC(=O)c1ccc(CSc2nc3c(c(=O)[nH]2)CCC3)cc1	7.6%	-13.3%	x	u	-2.9	1.2	3.3%	-5.0%
CCCN(CCC)C(=O)c1c(NC(=O)CC)sc2c1CCCCC2	-16.8%	-9.4%	-4.4%	14.9%	-3.6	-2.4	15.2%	-5.0%
CCOc1ccccc1C1CC(=O)Nc2cc(OC)c(OC)cc21 (stereo not given)	-3.5%	3.1%	1.0%	-17.6%	-4.3	-3.3	4.1%	-3.4%
Cc1c2c(nc3ccccc13)CCC(C(C)(C)C)C2 (stereo not given)	18.2%	0.2%	-3.2%	-14.8%	5.2	-3.2	-24.6%	-4.4%
O=C(NCc1ccccc1CN1CCCC1)c1ccc(S(=O)(=O)Nc2ccccc2F)cc1	19.7%	-17.9%	x	-2.9%	3.4	0.3	-7.4%	1.3%
CC(C)(C)NC(=O)C1c2ccccc2OCC(=O)N1Cc1ccc2c(c1)OCO2 (stereo not given)	8.8%	-7.3%	x	-0.3%	-1.4	0.2	4.6%	2.2%
Cc1nc(N2CCN(Cc3ccccc3)CC2)nc2c1C(=O)CC(c1ccco1)C2 (stereo not given)	13.7%	-5.7%	-0.6%	-9.9%	x	-0.4	-7.6%	-5.0%
COc1ccc2nc(SCC(=O)NCc3ccc(S(N)(=O)=O)cc3)[nH]c2c1	1.7%	-19.2%	-3.0%	-0.2%	-1.7	2.0	21.3%	1.2%
O=C(Nc1ccccc1N1CCOCC1)c1cccc(F)c1	-14.2%	-3.7%	-0.5%	10.4%	-1.1	0.3	-4.0%	4.5%
COc1ccc(-c2nc3ccccn3c2/N=C/c2ccc(OC)c(OC)c2)cc1O	9.4%	-8.2%	-6.7%	-14.9%	-8.8	-2.1	-10.6%	u
Cc1cccc(C)c1NC(=O)CN1CCN(C(=O)CNC(=O)c2ccc(N3CCCC3=O)cc2)CC1	12.6%	-8.3%	-0.8%	-1.6%	0.4	-1.1	7.0%	0.6%
O=C(Nc1cccc(Br)c1)c1ccc2nc(N3C(=O)CCC3=O)sc2c1	0.0%	-11.5%	-22.2%	-19.9%	-58.4*	-1.4	-2.9%	u
Cc1cccc(CSc2ncnc3nc[nH]c23)c1	-6.0%	-3.5%	-2.4%	-7.6%	0.9	-1.7	-26.5%	-0.3%
O=S(=O)(NCC1(N2CCOCC2)CCCCC1)c1ccc(Cl)cc1C(F)(F)F	u	0.1%	-2.0%	-12.7%	1.8	0.6	-5.9%	0.3%
Oc1ccccc1-c1nc(NCc2ccccc2)c2ccccc2n1	-29.8%	-0.7%	-6.1%	u	14.8	0.9	89.1µM*	-1.0%
CCCCN(C)CCCNC(=O)c1cccc(N2CCCC2=O)c1	1.4%	-9.3%	3.0%	-3.7%	0.5	-0.2	-6.5%	2.4%

Exported with values under each structure: part of the list above
The line under a structure holds: EPAC1 agonist | PLK1 PBD block | Mm-Cpn inhibitor | EPAC1 antagonist | PI5P4K alpha inh | CCT modulator | EPAC2 antag | WRN helicase inh
> Cc1c(NC(=O)CSc2ncnc3c2cnn3-c2ccccc2)c(=O)n(-c2ccccc2)n1C
    1.0% | -1.3% | 0.3% | 13.5% | -2.9 | 3.7 | 13.1% | 11.7%
> COc1ccc(-c2nc3ccccn3c2/N=C/c2ccc(OC)c(OC)c2)cc1O
    9.4% | -8.2% | -6.7% | -14.9% | -8.8 | -2.1 | -10.6% | u

(cont.)
structure	EPAC1 agonist	PLK1 PBD block	Mm-Cpn inhibitor	EPAC1 antagonist	PI5P4K alpha inh	CCT modulator	EPAC2 antag	WRN helicase inh
O=C(NCc1ccccc1Cl)c1csc([C@H]2C[C@H](O)[C@@H](CO)O2)n1	-14.4%	-1.3%	x	-21.3%	2.5	0.0	1.0%	-2.4%
CC(C)CN(CC(C)C)c1nnc(N)s1	-15.1%	1.7%	0.1%	-2.4%	-3.9	-1.1	5.1%	4.5%
COC(=O)c1sccc1-c1ccc(C(=O)Nc2cccnc2)o1	0.3%	-0.7%	-3.3%	8.3%	x	0.3	11.8%	-0.9%
O=C(Cc1ccc2c(c1)OCCO2)Nc1cc(Cl)ccc1N1CCOCC1	4.3%	-4.1%	0.5%	-7.9%	0.3	1.6	0.4%	-2.8%
NC(=O)c1cccc(-c2csc(C(O)c3ccccc3)n2)c1 (stereo not given)	-4.2%	-1.9%	x	-3.4%	-0.1	1.0	-10.1%	0.8%
Cc1cc(C(=O)COC(=O)C(C)NC(N)=O)c(C)n1Cc1ccco1 (stereo not given)	8.6%	-14.5%	0.1%	u	-19.7	-1.1	-17.8%	-17.9%
